Screening results as filed in PubChem.
FLuc inh: blocks purified firefly luciferase enzyme activity; P08659; purified P. pyralis luciferase, luminescence, biochemical; Potency, µM (doses to about 115 µM), for the others: top-dose activity change, negative = inhibition, actives largely listed as inhibitors; 76,000 tested, 2.5% active; AID 1347043; further: potency means the concentration at half of the fitted maximal effect; nearly all actives have a fitted effect of over 65% in size
Target sequence (P08659 whole entry, looked up): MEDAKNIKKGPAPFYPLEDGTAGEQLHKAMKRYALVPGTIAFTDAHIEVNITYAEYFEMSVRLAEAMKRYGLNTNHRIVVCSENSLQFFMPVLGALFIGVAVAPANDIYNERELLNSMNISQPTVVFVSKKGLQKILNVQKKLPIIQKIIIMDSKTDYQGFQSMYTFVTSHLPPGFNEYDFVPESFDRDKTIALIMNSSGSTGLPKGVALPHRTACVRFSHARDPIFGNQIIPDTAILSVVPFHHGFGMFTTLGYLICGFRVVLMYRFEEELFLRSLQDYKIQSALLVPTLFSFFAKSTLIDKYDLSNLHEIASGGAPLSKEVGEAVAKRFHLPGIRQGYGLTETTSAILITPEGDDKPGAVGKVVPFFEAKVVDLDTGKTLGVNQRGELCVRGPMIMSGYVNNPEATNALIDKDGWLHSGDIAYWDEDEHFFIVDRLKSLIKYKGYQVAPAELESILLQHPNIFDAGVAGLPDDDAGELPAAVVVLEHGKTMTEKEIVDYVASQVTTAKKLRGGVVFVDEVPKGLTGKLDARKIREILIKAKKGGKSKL
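Luminescence read by CCD imager after adding enzyme (10nM final) to wells holding compound, titrated in qHTS. Substrates 10uM each D-luciferin and ATP; buffer 50mM Tris acetate pH 7.5, 10mM Mg acetate, Tween-20, BSA.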
IP6K1 inhibitor: IP6K1 kinase inhibition. AID 1645851. 140,000 tested, 0.81% active. activity change, % (series mostly up to about 58 µM). IP6K1 kinase, ADP-Glo luminescence, 2 h; active compounds read low. Q92551; in the data active means activity change below about -25%
Target sequence (Q92551 whole entry, looked up): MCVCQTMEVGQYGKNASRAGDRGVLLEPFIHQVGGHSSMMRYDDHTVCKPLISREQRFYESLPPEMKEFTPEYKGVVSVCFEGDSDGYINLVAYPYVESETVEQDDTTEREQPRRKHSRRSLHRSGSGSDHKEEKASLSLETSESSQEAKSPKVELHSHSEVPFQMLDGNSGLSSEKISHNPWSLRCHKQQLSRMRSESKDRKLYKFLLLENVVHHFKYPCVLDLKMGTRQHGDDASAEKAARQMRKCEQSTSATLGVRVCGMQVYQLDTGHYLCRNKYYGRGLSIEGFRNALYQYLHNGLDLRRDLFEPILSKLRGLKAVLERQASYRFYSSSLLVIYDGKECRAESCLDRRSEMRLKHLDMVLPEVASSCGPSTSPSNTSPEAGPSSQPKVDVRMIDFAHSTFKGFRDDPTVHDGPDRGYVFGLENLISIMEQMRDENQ
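ADP-Glo luminescence measures ADP made by human IP6K1 during a 2 h RT reaction with ATP/IP6 (mix at 1.3 mM/130 uM); top library doses 57.5 and 19.1 uM final.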
NIH3T3 tox: kills NIH 3T3 cells | NIH 3T3 viability, CellTiter-Glo ATP luminescence, 48-72 h | Potency, µM (series often up to 96.7 µM), for the others: at the highest dose activity change, negative = cytotoxicity, usual class: inhibitors | 94,000 tested, 4.3% active | AID 1345082; further: potency means the concentration at half of the fitted maximal effect; nearly all actives have a fitted effect of over 55% in size
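Mouse fibroblast NIH 3T3 cells, 400 per well, received compound via pintool and were incubated for 48 or 72 hr prior to CellTiter-Glo ATP luminescence measurement.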
SNCA viab count: cell viability loss counter-screen. Potency, µM (doses to about 57.1 µM), for inactives: at the highest dose activity change, negative = cytotoxicity, most hits filed as cytotoxic. HEK-293-SNCA-luc viability, GF-AFC fluorescence, 24 h. 150,000 tested, 0.12% active;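 further: potency means the concentration at half of the fitted maximal effect; 0% = DMSO-treated cells and -100% = medium-only wells without cells; nearly all actives have a fitted effect of over 30% in size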
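HEK-293-SNCA-luc cells (1500/well) plated 24 h, then exposed 24 h to a dilution series; GF-AFC added 30 min at 37C, fluorescence 405/540 nm; normalised to medium-only and DMSO wells, Hill fit.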
GPT2 inh: blocks human glutamate pyruvate transaminase 2; Q8TD30; Recombinant GPT2, coupled pyruvate oxidase/HRP Amplex Red fluorescence; Potency, µM (titrated, usually from 57.7 µM), inactives show at the top dose activity change, negative = inhibition, hits mostly inhibitors; 100,000 tested, 0.25% active; further: potency means the concentration at half of the fitted maximal effect; nearly all actives have a fitted effect of over 60% in size; many of its hits are not listed in these tables
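Recombinant GPT2 (10ng/uL) with 250uM a-KG and 2mM L-alanine, 30 min at room temperature, in HEPES pH 7.5 buffer. Pyruvate detected by pyruvate oxidase/HRP/Amplex Red fluorescence after 30 min in the dark; AOA (50uM) as positive control.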
HEK cytotox: HEK 293 cell cytotoxicity; HEK 293 viability, ATP luminescence (CellTiter-Glo), 48-72 h; Potency, µM (doses to about 115 µM), inactives show top-dose activity change, negative = cytotoxicity, actives largely listed as inhibitors; 94,000 tested, 6.6% active; further: potency means the concentration at half of the fitted maximal effect; nearly all actives have a fitted effect of over 60% in size
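250 HEK 293 cells/well; compound by pintool; incubated 48 or 72 hr at 37 degree Celsius; CellTiter-Glo added, 10 min RT, luminescence imaged.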
SNCA expr inhib: SNCA gene expression inhibition; HEK-293 SNCA-luciferase knock-in, luminescence, 24 h; Potency, µM (top dose mostly 57.2 µM), without a hit: top-dose activity change, negative = inhibition, actives largely listed as inhibitors; 140,000 tested, 0.17% active;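 further: potency means the concentration at half of the fitted maximal effect; plate controls were DMSO cells for no effect and cell-free wells for full effect; nearly all actives have a fitted effect of over 45% in size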
Numbers without * were called inactive; i = inactive; ? = inconclusive; / = not tested or not shown; [ ] = another dose, or the depositor's remark. Unless noted, the call rests on the fitted dose curve; in most records, active means well fitted curve in the direction sought with a large enough effect; inconclusive means small, poorly fitted or top-dose-only effect, or another doubt; inactive means no such curve, though single readings can be large; an effect the other way counts as inactive or inconclusive. Unless noted, on the % scale 0 is the no-effect control and ±100 the full control effect. Random draw from the library (roughly 7.7% active in at least one column).

Compound	SNCA viab count	HEK cytotox	GPT2 inh	FLuc inh	NIH3T3 tox	SNCA expr inhib	IP6K1 inhibitor
CC1=C(c2ccc(C)c(C)c2)S(=O)(=O)N=C1N1CCC(C(=O)Nc2cccc(F)c2)CC1	-3%	/	/	/	/	-12%	-3
O=C(c1cccc(O)c1)N1CC(CNc2ccccc2)C2(C1)CN(c1ccccc1)C2 (configuration not stated)	-26%[87.6 µM]	63µM*	-12%[88.5 µM]	-3%[172 µM]	50µM*	?	-5
CC(=O)c1ccc(NC(=O)C2CCN(S(=O)(=O)c3c(C)noc3/C=C/c3ccc(C)cc3)CC2)cc1	6%	/	/	/	/	4%	5
O=C(c1ccsc1)N1CCN(c2cc(-c3cccs3)[nH]n2)CC1	0%	?	i	1%	?	?	1
COc1ccc2cc3cc(C(=O)NCc4ccc(C)cc4)oc3nc2c1	-4%	/	/	/	/	6%	-4
O=C(N[C@H]1C[C@@H](CO)N(CCc2ccccc2)C1)c1cccnc1	-7%	-1%	2%	-15%	-8%	0%	0
CCCc1noc(-c2cccn3c(CNC(=O)c4ccc(C)cc4C)nnc23)n1	-2%	i	-7%	-1%	-10%	-22%	11
COc1ccc(-c2noc([C@H](C)O)c2C(=O)NC(C)C)cc1	3%[87.6 µM]	i	-15%[88.5 µM]	0%[172 µM]	-6%[174 µM]	-25%[87.6 µM]	0
Cc1noc(C2CC3(CCN(C(=O)CCc4c[nH]c5ccccc45)CC3)CN2C)n1 (configuration not stated)	2%	-13%	i	1%	-14%	15%	-10
Fc1ccc(-c2cnc3n2C[C@H](CNC2CCCC2)OC3)cc1	4%[87.6 µM]	-9%[172 µM]	-9%[88.5 µM]	-9%[172 µM]	-21%[138 µM]	0%[87.6 µM]	17
CCOC(=O)C(Cc1ccccc1)NC(=O)CCc1c(C)nc2c(c(C)nn2-c2ccc(C)c(C)c2)c1C (configuration not stated)	-10%	/	/	/	/	1%	36
Nc1nnnn1CC(=O)N[C@@H]1COCC[C@@H]1Oc1ccc(F)cc1	2%	i	3%	-5%	-5%	-21%	-3
Cc1ccccc1CC(=O)N1CC[C@@H]2CN(S(C)(=O)=O)[C@@H]2C1	-6%[12.5 µM]	2%	i	3%	2%	-24%	3
Cc1ccc(-c2cccc(CN3CCCC3C(=O)NCc3cccc(Cl)c3)c2)cc1Cl (configuration not stated)	/	40µM*	/	/	35µM*	/	6
Cc1ccccc1C(=O)NC1CCCN(Cc2ccc(-c3cncnc3)cc2)C1 (configuration not stated)	-7%[12.5 µM]	?	i	/	-20%	-3%	3
CC(CC(=O)Nc1ccc(Br)cc1F)S(=O)(=O)c1ccc2c(c1)NC(=O)CO2 (configuration not stated)	-7%	/	/	/	/	23%	16
COc1ccc(CNC(=O)c2cc3n(n2)CC(c2ccc(Cl)cc2)OC3)cc1 (configuration not stated)	10%	32µM*	i	-13%	?	-19%	16
COc1ccc(C(=O)N(CC2CC2)CC2CN(C(=O)Nc3ccccc3)CCO2)cc1OC (configuration not stated)	-3%	28µM*	i	-21%	?	17%	3
COc1cc(C(=O)N2CCN(c3cc(-c4ccc(Cl)cc4)[nH]n3)CC2)cc(OC)c1OC	2%	?	i	-7%	25µM*	-9%	-9
COc1ccccc1C(=O)N1CCC2(COc3ccncc3[S+](=O)([O-])N2)C1 (configuration not stated)	1%	2%	i	/	i	-13%	-3
Cc1ccccc1CC(=O)N1CCC[C@H]1c1nc(-c2ccccc2)no1	1%	?	1%	14%	?	13%	0
COc1cccc(-c2ccc(C(=O)N3CCC(C(=O)NC4CCCC4)CC3)cc2)c1	-6%[12.5 µM]	?	i	/	?	5%	-12
O=C(c1cnccn1)N1CCCC2(COc3ccccc3[S+](=O)([O-])N2)C1 (configuration not stated)	-2%	i	0%	/	i	4%	3
CC(C)Oc1cccc(-c2nc(C(=O)NCc3ccc(F)cc3)cs2)c1	9%	?	1%	-9%	?	4%	5
CCOc1ccc(NC(=O)C(=O)c2cc(C)n(-c3cc(C)cc(C)c3)c2C)cc1	14%	/	/	/	/	-17%	8
COc1ccc(-c2cc(NCCO)nc3[nH]ccc23)cc1C(F)(F)F	3%	40µM*	0%	-9%	40µM*	-3%	12
O=C(Cc1ccc(NC(=O)N2CCSc3ncccc32)cc1)NCCc1ccccc1	-2%	/	/	/	/	1%	-33*
Cc1ccc(CN2C[C@@H]3C[C@H]2C(=O)N(CC2CC2)c2ccccc2O3)cc1	-26%[87.6 µM]	100µM*	-17%[88.5 µM]	4%[172 µM]	100µM*	-24%[87.6 µM]	7
Cc1ccc(-c2ccccc2CN2CCN(C(=O)c3ccccc3)CC2)cc1Cl	-1%[12.5 µM]	?	5%	/	?	4%	-8
O=C(NC1C[C@H]2CC[C@@H](C1)N2C(=O)c1ccn[nH]1)c1ccncc1 (some centres not stated)	?	-18%	i	-9%	-10%	0%	5

Looked up above.
Cc1ccccc1CC(=O)N1CC[C@@H]2CN(S(C)(=O)=O)[C@@H]2C1 in HEK cytotox reads 2%
Cc1ccc(CN2C[C@@H]3C[C@H]2C(=O)N(CC2CC2)c2ccccc2O3)cc1 in SNCA expr inhib reads -24%[87.6 µM]

Additional records
Compound	SNCA viab count	HEK cytotox	GPT2 inh	FLuc inh	NIH3T3 tox	SNCA expr inhib	IP6K1 inhibitor
CCc1nc2c(c(-c3ccc(O)cc3)n1)CN(Cc1ccc(N(C)C)cc1)CC2	-3%	?	i	/	-9%	-2%	19
CN(CCCN1c2ccccc2CCc2ccccc21)CC(=O)c1ccc(Cl)cc1	15%[23.9 µM]	/	0%	/	/	-30%[25.6 µM]	6
O=C(COc1ccc(Cl)cc1)Nc1cc(-c2ccccc2)no1	1%	/	/	/	/	43%[activator]	-7
O=C(NCc1ccc(C(F)(F)F)cc1)C1(c2ccc(Cl)cc2)CCOCC1	/	?	/	/	?	/	10
CCOC(=O)C1CCN(C(=O)Cn2ncc3c([nH]c4ccc(C)cc43)c2=O)CC1	-3%	/	/	/	/	19%	25
Cc1ccc2c(CC(=O)Nc3c(C(=O)Nc4cccc(Cl)c4)oc4ccccc34)coc2c1C	1%	/	/	/	/	25%	-3
Cc1ccc(C(=O)Nc2cc(C3CC3)nn2-c2ccccc2)cc1	-21%[87.6 µM]	?	i	/	?	-10%[87.6 µM]	-4
COCCCNC(=O)c1ccc2nnc(-c3ccoc3)n2c1	4%[87.6 µM]	i	i	/	-12%[138 µM]	-8%[87.6 µM]	7
CC1(C)CN(C(=O)C2(c3ccccc3F)CC2)C[C@]1(C)O	-1%	-2%	1%	-8%	-5%	-24%	10
CCCOCCCNC(=O)c1c(C)noc1-c1cccc(F)c1	13%	-17%	-1%	-5%	-22%	-6%	23
O=C(NCc1ccccc1C(F)(F)F)c1cccc2c1CCN2C(=O)C1CC1	-16%	-31%	5%	-8%	-15%	2%	-9
CSc1ccc(-c2cccc(CN3CCC(NC(=O)c4ccc(Cl)cc4)CC3)c2)cc1	/	-10%	/	/	-13%	/	-1
CN(CC#N)C(=O)[C@@H]1CCCN1c1ccnc2ccnn12	/	0%[172 µM]	/	/	-9%[138 µM]	/	-4
CN1CCCCCC1C(=O)N1CCC(N2CCC(C(=O)NCc3ccccn3)CC2)CC1 (configuration not stated)	-9%	2%	-12%	2%	2%	15%	-7
CC1CCN(S(=O)(=O)c2ccc(N3CCCCS3(=O)=O)cc2)CC1	-7%	/	/	/	/	-4%	-14
NC(=O)CN1CCC(C(=O)N2C[C@@H](C(=O)O)[C@H](c3ccccc3)C2)CC1	-8%	0%	0%	10%	i	25%	-4
C=C1C(=O)O[C@@H]2[C@H]3O[C@]3(C)CCC=C(C)CC[C@@H]12	?	/	i	/	/	?	/
CCc1ccc(-n2nc(C)c3c(C(=O)NCCc4ccc(OC)c(OC)c4)cc(C)nc32)cc1	-5%	/	/	/	/	-3%	12
COc1ncccc1-c1cnc2[nH]cc(CC(=O)Nc3ccn(C)n3)c2c1	-4%[87.6 µM]	?	i	-11%[172 µM]	?	14%[87.6 µM]	-13
COc1ccc(NS(=O)(=O)c2ccc3nc(-c4ccccc4)[nH]c3c2)cc1	-19%	/	/	/	/	-30%	-31*
Cc1nn(C)c(C)c1CCC(=O)NC1CCc2n[nH]c(=O)n2CC1 (configuration not stated)	10%	-3%	i	4%	-3%	-7%	-10
COCCC(=O)NC[C@@H]1C=C(C)[C@H](CC(=O)N(C)Cc2ccccc2)C[C@H]1C(C)C	?	?	-1%[88.5 µM]	1%[172 µM]	-24%[138 µM]	-12%[87.6 µM]	-13
Cc1nc(N2CCCC2)ncc1C(=O)N1CCN(c2ccc(Cl)cc2)CC1	11%	/	/	/	/	-5%	8
COc1cc(C(=O)OC[C@@]2(O)CO[C@@H](O[C@H]3[C@H](Oc4ccc(C(=O)O)cc4OC)O[C@H](CO)[C@@H](O)[C@@H]3O)[C@@H]2O)ccc1O	11%[23.9 µM]	/	i	/	/	/	6
COc1ccc(Cl)cc1NC(=O)c1c(NCc2sccc2C)sc2c1CCCC2	-5%	/	/	/	/	59%[activator]	-3
CCCN(CC1CCOC1)C(=O)Nc1ccccc1Br (configuration not stated)	-4%	-5%	1%	-7%	-2%	-23%	1
COC(=O)[C@H](Cc1ccc(OC)cc1)NC(=O)[C@H]1CN(C(=O)Nc2ccccc2)CCN1S(C)(=O)=O	-1%	1%	-3%	13%	-20%	?	-1
CCSC(=N)N	-4%	/	1%	/	/	44%[activator]	/
CCn1c(Oc2ccc(F)cc2F)nc2c1c(=O)n(C)c(=O)n2C	-6%	/	/	/	/	?	19
O=[S+]([O-])(Nc1cccnc1)c1ccc2c(c1)OCCN(CCc1ccccc1)C2	-2%[87.6 µM]	-27%[172 µM]	i	-3%[172 µM]	?	11%[87.6 µM]	-7
O=C(N1CCOCC1)N1C2CCC1CN(c1ccc(C(F)(F)F)cc1)C2	-9%	?	-1%	/	14µM*	-21%	-4
CCOc1ccc(CC(=O)Nc2ccc(-c3nnc4n3CCCC4)cc2)cc1	12%	-4%	i	-11%	-27%	3%	-5
CCC1CN(C(=O)NCc2ccccc2)c2cc(Cl)ccc2O1 (configuration not stated)	-4%	/	/	/	/	2%	13
COC(=O)[C@@H]1Cc2ncn(Cc3ccccc3)c2CN1C(=O)C1CCCCC1	-11%[87.6 µM]	?	i	-10%[172 µM]	?	-22%[87.6 µM]	13
O=C1CC(c2ccccc2)N(C(=O)C2CC2)CCCN(S(=O)(=O)c2ccccc2)CCN1 (configuration not stated)	2%	-8%	i	-4%	-30%	-18%	27
